D1 antag = human D1 dopamine receptor antagonism; HEK293 TREx D1 cells, calcium flux, dopamine EC80; hits give low values; activity change, negative = inhibition, % at 10 µM; 360,000 compounds, 3.2% hits; AID 504652; in the data active = activity change below about -30%; note: % is set by controls: 0 for no effect and ±100 for the full control effect
Target sequence (P21728 whole entry, looked up): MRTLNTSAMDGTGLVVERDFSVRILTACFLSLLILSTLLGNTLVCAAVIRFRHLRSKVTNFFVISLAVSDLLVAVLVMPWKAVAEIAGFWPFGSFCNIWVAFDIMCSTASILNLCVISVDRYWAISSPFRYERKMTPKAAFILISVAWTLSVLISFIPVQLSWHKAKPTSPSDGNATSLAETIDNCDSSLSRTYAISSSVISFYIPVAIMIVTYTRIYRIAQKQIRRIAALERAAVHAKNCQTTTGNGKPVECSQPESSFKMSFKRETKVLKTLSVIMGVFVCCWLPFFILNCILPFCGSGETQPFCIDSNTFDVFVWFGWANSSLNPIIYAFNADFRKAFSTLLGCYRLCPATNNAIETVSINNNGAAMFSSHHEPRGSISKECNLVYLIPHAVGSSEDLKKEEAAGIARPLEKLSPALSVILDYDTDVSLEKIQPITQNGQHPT
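Tetracycline-induced HEK293 T-REx cells with force-coupled D1 receptor were loaded with a no-wash calcium dye. Compound was added after a 10 s baseline and read kinetically for 180 s; EC80 dopamine was then added and calcium flux followed another 180 s.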
D2 PAM = positive allosteric modulators of human D2 dopamine receptor; P14416; HEK293 T-REx D2, calcium flux, EC20 dopamine potentiation; potentiation, % at 10 µM; 340,000 compounds, 0.34% hits;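 active = potentiation over 3 SD above the plate norm, cut at about 30% in these data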; note: 0% is about no effect
Target sequence (P14416 whole entry, looked up): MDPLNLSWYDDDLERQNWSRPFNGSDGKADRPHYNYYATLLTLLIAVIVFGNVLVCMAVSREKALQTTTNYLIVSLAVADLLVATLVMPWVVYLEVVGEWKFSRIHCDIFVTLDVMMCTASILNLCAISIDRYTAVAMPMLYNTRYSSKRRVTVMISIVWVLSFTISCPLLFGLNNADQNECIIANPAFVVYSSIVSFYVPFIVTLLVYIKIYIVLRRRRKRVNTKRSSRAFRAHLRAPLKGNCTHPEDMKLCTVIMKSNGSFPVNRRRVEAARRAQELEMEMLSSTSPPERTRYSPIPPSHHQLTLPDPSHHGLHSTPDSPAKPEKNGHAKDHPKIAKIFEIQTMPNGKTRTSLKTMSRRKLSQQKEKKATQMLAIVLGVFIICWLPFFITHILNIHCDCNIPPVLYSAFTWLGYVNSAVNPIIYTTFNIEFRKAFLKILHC
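Potentiation of an EC20 dopamine calcium response measured kinetically over 180 s, after a preceding 180 s compound-only read flagging agonists. Cells: inducible Hek293 Trex D2 line, 4000/well, cultured overnight at 30 C before dye loading.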
Vif-A3F inh = blocks the Vif interaction with APOBEC3F; HeLa A3F-eYFP + Vif (tagged APOBEC3F with the HIV-1 protein that degrades it), YFP fluorescence increase; Potency, µM (titrated, usually from 46.1 µM), inactives show top-dose activity, negative = active; 390,000 compounds, 0.2% hits; AID 602313; note: potency is the fitted concentration of half-maximal effect; % of control where 0% means no effect; nearly all actives have a fitted effect of over 65% in size
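HeLa cells stably expressing A3F-eYFP plus Vif, plated and incubated overnight at 37 deg C, then exposed to compounds overnight at 37 deg C. Blocked degradation read as raised yellow fluorescence (Ex 488/Em 500-530).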
D1 potentiator = enhances dopamine response at the human D1 receptor | HEK293 TREx D1 cells, calcium flux, dopamine EC20 potentiation | 360,000 compounds, 0.036% hits | potentiation, % at 10 µM | P21728 | AID 504651; in the data active = potentiation above about 30%; note: 0% is about no effect
LDHA inh = blocks human lactate dehydrogenase A; P00338; purified LDHA, NADH/diaphorase-resazurin fluorescence; hits give low values; activity change, % (values are at about 110 or 230 µM); 480,000 compounds, 0.15% hits; AID 1347041; in the data active = activity change below about -30%; inconclusive = mostly about -25% to -30%;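 note: plate controls were DMSO wells for no effect and wells without enzyme for full effect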
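Remaining NADH was detected by diaphorase (0.133 mg/mL) converting 37 µM resazurin to fluorescent resorufin, read at 0 and 20 minutes. The preceding 5-minute room-temperature reaction used 2 nM LDHA, 0.2 mM sodium pyruvate and 0.06 mM NADH at pH 7.4.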
Vif-A3G inh = blocks the Vif interaction with human APOBEC3G | HeLa A3G-eYFP + Vif (tagged APOBEC3G with the HIV-1 protein that degrades it), YFP fluorescence, overnight | Potency, µM (titrated, usually from 46.1 µM), for inactives: top-dose activity, negative = active, hits mostly inhibitors | 410,000 compounds, 0.076% hits;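 note: potency is the fitted concentration of half-maximal effect; % is set by controls: 0 for no effect and ±100 for the full control effect; nearly all actives have a fitted effect of over 60% in size; hits raise eYFP signal because A3G escapes Vif-driven loss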
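HeLa cells stably expressing Vif and C-terminally eYFP-tagged A3G, seeded overnight at 37 deg C, then exposed to compound by pintool overnight at 37 deg C. Rise in yellow fluorescence (Ex 488/Em 500-530, Acumen) marks blocked Vif-driven A3G degradation.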
RXFP1 ag = activates the human relaxin receptor RXFP1. Q9HBX9. HEK293T-RXFP1 cAMP TR-FRET, 30 min; response scale: percent of porcine relaxin response, buffer zero. Potency, µM (titrated, usually from 57.5 µM), without a hit: at the top dose activation, most hits filed as activators. 370,000 compounds, 0.3% hits. AID 2676; note: potency is the fitted concentration of half-maximal effect; % is set by controls: 0 for no effect and ±100 for the full control effect; nearly all actives have a fitted effect of over 60% in size; many of its hits are not listed in these tables
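cAMP rise read by TR-FRET after 30 min, 37C compound exposure (up to 58 uM) in RXFP1-transfected HEK293 cells with Ro 20174 present. EC50 from Hill-equation fits, with 29 nM porcine relaxin as 100% and buffer as basal.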
D1 ag = human D1 receptor agonism | P21728 | HEK293 T-REx D1 cells, calcium flux, agonist mode | activation, % at 2 µM | 360,000 compounds, 1% hits | AID 504660; in the data active = activation above about 30%; note: 0% is about no effect
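Tetracycline-induced HEK293 TREx D1 cells, force-coupled to calcium signalling, were dye-loaded with a no-wash calcium kit. Compound was pin-added after a 10 s baseline. Fluorescence was read kinetically at 1 cycle/s for 180 s, with calcium rises flagged as agonism.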
GRP78 ERSR act = inducers of ER stress response in human glioma cells; U87-MG GRP78 promoter luciferase reporter, 16 h; Potency, µM, for the others: at the top dose activation, most hits filed as activators; 420,000 compounds, 0.02% hits; AID 602332; note: potency is the fitted concentration of half-maximal effect; series mostly up to about 76 µM; % of control where 0% means no effect; nearly all actives have a fitted effect of over 35% in size
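ERSR induction read as luciferase luminescence (Bright-Glo, 10 min at room temperature) in stably transfected human U87-MG glioma cells exposed to compounds for 16 h, using GRP78 as sensor.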
Numbers without * were called inactive; u = inconclusive; x = no result given; & = joins results of further samples. Unless noted, calls come from the whole dose curve; as a rule, active = well fitted curve in the direction sought with a large enough effect; inconclusive = small, poorly fitted or top-dose-only effect, or another doubt; inactive = no such curve, though single readings can be large; an effect the other way counts as inactive or inconclusive. Some of the compounds tested; rates above refer to the full screens.

SMILES	D1 antag	D2 PAM	Vif-A3F inh	D1 potentiator	LDHA inh	Vif-A3G inh	RXFP1 ag	D1 ag	GRP78 ERSR act
Fc1ccc(NC(=S)Nc2cccnc2)cc1Cl	-8	x	0%	-2	0	-1%	-2.1%	11	-4%
Cc1cccc(/C=C2\Sc3ccc(C(=O)N4CCCCC4)cc3N(C)C2=O)c1	-38*	11	5%	0	0	-2%	0.3%	3	-5%
CCOC(=O)[C@H]1[C@H]2COc3ccc(C)cc3[C@@H]2N2C(=O)CN(Cc3ccc(C)cc3)C(=O)[C@@]12C	x	-3	-1%	0	-4	-10%	0.6%	-1	-4%
COc1ccc(C2=C(O)C(C)N(c3ccccc3)C2=N)cc1OC (stereo not drawn)	2	4	-14%	-3	4	1%	-1.1%	5	4%
Cc1ccc(Nc2cc(C)nc(N3CCOCC3)n2)c(C)c1	-9	6	0%	5	2	0%	-0.7%	2	0%
CC(=O)C1=C(c2ccc(Cl)c(Cl)c2)N(C(C)=O)n2c(nnc2-c2ccccc2)S1	x	1	9%	4	16	0%	1.5%	7	-3%
CC1(C)CCCC2(C)C(OCCO)=CC(=O)C=C12 (stereo not drawn)	x	x	2%	x	-10	1%	x	x	-7%
O=C(COC(=O)c1cccc(Cl)c1Cl)NC1CCCCCC1	x	x	2%	x	-6	-1%	x	x	-2%
CCOc1ccccc1C(=O)N(Cc1ccc(N(C)C)cc1)CC1CCCO1 (stereo not drawn)	-11	3	-12%	5	0	2%	1.5%	0	0%
C=CCNC(=S)N/N=C/c1ccc(-c2ccc(Cl)cc2Cl)o1	x	x	-14%	x	-8	-10%	x	x	-4%
CC(=O)N(C)c1ccc(NC(=O)Cc2cccc3ccccc23)cc1	x	x	2%	x	-5	-2%	x	x	-6%
CCOc1ccc(CNC2CCCc3ccccc32)cc1 (stereo not drawn)	6	-12	-12%	-3	3&-22	2%	1.6%	5	-5%
Cc1sc2c(c1C)c(=O)n(-c1ccc(Cl)cc1)c(=O)n2Cc1cc(=O)n2ccccc2n1	12&4	10&-2	-9%&-6%	1&-5	-3&1	-7%&0%	0.0%&0.2%	-1&0	-4%&1%
COc1cc(C(=O)N(Cc2cc3cc(C)ccc3[nH]c2=O)CC2CCCO2)cc(OC)c1OC (stereo not drawn)	-2	x	1%	0	-5	2%	1.5%	1	-16%
COC(=O)N/N=C\c1ccc(-c2cc(Cl)c(Cl)cc2Cl)o1	6	-26	-29%	-2	-6	u	4.9%	1	-4%
COc1cccc2c1Oc1ncccc1N(C(=O)CCC(=O)NCc1ccc(OC(C)C)cc1)C2	6	-5	-3%	2	-6	1%	-1.6%	-1	0%
O=C(NCCc1ccc(Cl)cc1)C1CC(=O)N(C2CCCCC2)C1 (stereo not drawn)	x	x	5%	x	2	1%	x	x	-3%
Cc1cc(-c2nnc(CCC(=O)NC(C)c3cccc4ccccc34)o2)no1 (stereo not drawn)	-6	-1	3%	-2	-1	-11%	0.4%	1	2%
C=CCN1[C@@H](Cc2ccccc2)COCCS1(=O)=O	x	x	1%	x	-4	0%&-1%	x	x	-4%&3%
CN(CC(=O)Nc1ccc(F)c(F)c1F)C(=O)c1ccc2c(c1)NC(=O)CS2	2	11	-4%	-9	0	-8%	-0.2%	0	10%
O=C(OCC(=O)N1CCCC1)c1ccco1	14	1	-21%	-6	-5	-5%	0.2%	3	3%
C=CS(=O)(=O)N(Cc1ccccc1Br)[C@H](CO)Cc1ccccc1	x	x	7%	x	1	-10%&-12%	x	x	-2%&-4%
CCCCc1ccc(Nc2ncnc3c2cnn3-c2ccc(C)cc2)cc1	1	3	-2%	-1	-2	0%	0.4%	-3	-3%
COc1ccccc1CNC(=O)CC(C)c1ccccc1 (stereo not drawn)	10	3	-2%	-5	-3	3%	0.7%	1	-1%
O=C(NCc1ccccc1)c1ccc2nc(N3CCOCC3)sc2c1	-17	-2	8%	5	-7	-3%	1.2%	-1	2%
NNc1nc2cc3c(cc2s1)OCCO3	-2	-1	1%	-1	-6	1%	3.4%	0	-7%
CCC(Sc1nc2c(sc3ccccc32)c(=O)n1CCc1ccc(OC)c(OC)c1)C(=O)N(CC)CC (stereo not drawn)	1	-9	2%	0	4	1%	0.3%	4	-3%
O=C(CSc1nccn1Cc1ccco1)Nc1ccc(OC(F)(F)F)cc1	-14	9	0%	-2	-3	4%	2.7%	0	-2%
Cc1ccc(OCC(=O)N2CCC(N3CC(C)CC(C)C3)CC2)cc1 (stereo not drawn)	-6	x	7%	-8	-17	0%	1.0%	2	-4%
CCN(CC)CCN(C(=O)c1ccc2c(c1)CCCC2)c1nc2c(OC)cccc2s1	x	x	-8%	x	-1	1%	x	x	-3%
CCN(C(=O)CSc1nc2c(cnn2-c2ccccc2)c(=O)[nH]1)C1CCS(=O)(=O)C1 (stereo not drawn)	-3	x	5%	-8	-5	2%	2.7%	-1	-5%
Cc1ccc(CN2CCC(N3CC(C)OC(C)C3)CC2)cc1 (stereo not drawn)	2	0	-3%	-8	-32*	-2%	1.9%	1	0%
COc1ccccc1NC(=O)c1oc2ccccc2c1NC(=O)COc1cccc(C)c1	-3	-4	-1%	-1	0	-2%	1.6%	1	-3%
COc1ccc(CCn2c(=N)c(C(=O)NC3CCCC3)cc3c(=O)n4cccc(C)c4nc32)cc1	0	-6	-7%	5	0	3%	2.4%	1	-4%
CCOC(=O)CC(NC(=O)c1ccco1)c1ccc(OC)cc1 (stereo not drawn)	-3	-7	-1%	0	6	1%	1.1%	-1	-3%
CN1CCN(S(=O)(=O)c2ccc(NC(=S)NC(=O)c3ccccc3)cc2)CC1	-10	-4	-20%	-18	-3	1%	-0.5%	2	-4%
Cc1ccc(OCC(=O)Nc2nc(-c3ccc(Br)cc3)ns2)cc1	-16	x	-1%	-1	-5	4%	u	8	-1%
Cc1cc(C(F)(F)F)nc(-n2cc(-c3ccccc3)nn2)n1	-5	2	-18%	11	1	1%	0.2%	1	-2%
COc1cc(C(=O)NC(C)c2cnn(-c3ccccc3C)c2C)cc(OC)c1OC (stereo not drawn)	-2	6	-4%	-3	-4	0%	-0.1%	3	1%
Cc1ccc(-n2c(C)cc(C(=O)C(=O)Nc3ccccc3)c2C)c(C)c1	3	-2	4%	0	-1	0%	-4.8%	-1	3%
COc1ccc(CNC(=O)C2CCN(c3nn4c(=O)cc(C)nc4s3)CC2)cc1	34	-8	1%	-10	2	0%	20%	5	-3%
CC(C)CCc1noc(CN2CCC(C(=O)N3CCOCC3)CC2)n1	3	4	-4%	1	-11	2%	2.0%	3	-1%
COc1ccc(C(=O)NC(=S)NNC(=O)CNC(=O)C2CCCCC2)cc1	4	2	4%	-2	-7	0%	5.2%	2	5%
Cc1cc(C)c(C(N)=O)c(SCC(=O)c2ccc(Cl)cc2)n1	x	x	1%	x	-3	2%	-0.6%	x	4%
NC(=O)c1ncn([C@@H]2O[C@H](CNS(=O)(=O)c3cc(S(=O)(=O)c4ccccc4)cs3)[C@@H](O)[C@H]2O)n1	x	x	5%	x	-5	6%	x	x	-3%
COC(=O)CCN1CCC(C(N)=O)CC1	-2	18	-1%	7	-1	0%	1.2%	5	-3%
O=C(Cc1ccc(NC(=O)C2CCCN(C(=O)CCc3ccccc3)C2)cc1)Nc1cccc(C(=O)N2CCCC2)c1 (stereo not drawn)	x	x	0%	x	-1	-4%	x	x	-2%
C[C@H]1CN([C@@H](C)CO)C(=O)CCCn2nncc2CO[C@H]1CN(C)C(=O)C1CCCCC1	x	x	10%	x	-6	-5%	x	x	-4%
O=C(NCc1ccccc1Cl)C1CCN(S(=O)(=O)Cc2ccccc2)CC1	3	-1	-5%	-3	-2	2%	5.5%	0	-4%
COc1cccc(C(=O)N(C)CC(=O)Nc2ccc(F)c(F)c2F)c1	16	4	25%	-2	-3	0%	0.0%	3	-10%
The listing continues:
SMILES	D1 antag	D2 PAM	Vif-A3F inh	D1 potentiator	LDHA inh	Vif-A3G inh	RXFP1 ag	D1 ag	GRP78 ERSR act
CC(=O)NC1(c2ccc(F)cc2)CCN(C(=O)c2c(F)cccc2F)CC1	32	-1	3%	4	-6	-2%	0.3%	6	-4%
COc1ccc(CCNC(=O)c2ccccc2C(=O)NCCc2ccc(OC)cc2)cc1	x	x	1%	x	-4	0%	x	x	0%
CC1CCN(c2ccc(-c3cccc(NC(=O)C(F)(F)F)c3)nn2)CC1	-55*	2	4%	-10	-6	-1%	-0.4%	12	-18%
O=C(Nc1ccccc1C(=O)N1CCCCC1)c1ccco1	5	-10	2%	1	1	0%	0.0%	1	-2%
CCCCC(=O)Nc1ccc(N2CCCC2)cc1	x	x	0%	x	14	-2%	x	x	-1%
O=C(CSc1nccn(-c2ccc(Br)cc2)c1=O)Nc1ccccc1F	3	9	2%	-6	-11	-1%	-2.3%	5	-3%
O=C(Nc1ccc(F)cc1F)c1ccc2c(=O)n3c(nc2c1)CCC3	2	-2	-2%	-5	-4	1%	-1.2%	2	-9%
CN(CC(=O)Nc1cccc(F)c1)C(=O)c1ccc(OCc2cn3ccccc3n2)cc1	x	x	-5%	x	-4	-1%	x	x	0%
C=C(C)Cn1c(=O)c2c(nc3n2CCN3c2cccc(Cl)c2C)n(C)c1=O	-2	0	x	-1	-2	2%	0.4%	2	-4%
CC(=O)OCC(=O)[C@@]1(O)CC[C@H]2[C@@H]3CCC4=CC(=O)CC[C@]4(C)[C@H]3[C@@H](O)C[C@@]21C	-11&-16	-7	7%&-3%	6&-5	-3&33	3%&-4%	-2.1%&-0.9%	0&0	-3%&-1%
Cc1cc(NC(=O)c2cc(-c3ccc(C)s3)nc3ccccc23)no1	-5	19	-3%	x	-8	-1%	7.9%	4	-1%
O=C(C[n+]1ccc(C(=O)NCc2ccccc2)cc1)c1ccc2c(c1)OCCO2	2	-1	-4%	-3	-2	1%	8.3%	2	-7%

Bioassay records from PubChem BioAssay.
